# V1aR counter = counter-screen for oxytocin receptor agonists: human V1a receptor agonists | P37288 | CHO-V1R cells, Fluo-8 calcium fluorescence, agonist mode; 0% DMSO, 100% 3 nM vasopressin | activation, % at 3 µM | 320,000 tested, 0.25% active | AID 2797;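 active means activation above the mean activation of all tested compounds plus 3 SD, per screening run, cut at about 20% in these data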;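 further: signal is peak over basal fluorescence ratio across a 100 second FLIPR read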
# MEKK2 WT-MEK5 = raises or lowers MEK5 binding to wildtype human MEKK2 PB1 domain; bead flow cytometry, Alexa488-MEK5 binding to MEKK2 WT; actives lie on both sides; binding response (% of control), % at 10 µM; 290,000 tested, 1.1% active; AID 1531; in the data active means binding response below about 67% or above about 130%
# OXTR ag = human OXTR agonism | P30559 | CHO-OTR cells, Fluo-8 calcium fluorescence; normalized: DMSO 0%, oxytocin 100% | activation, % at 3 µM | 320,000 tested, 0.32% active | AID 2435;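 active means activation above the mean of all tested compounds plus 3 SD, cutoff set per screening run, cut at about 20% in these data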;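 further: peak over basal fluorescence ratio from a 100 s FLIPR kinetic read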
# Target sequence (P30559 whole entry, looked up): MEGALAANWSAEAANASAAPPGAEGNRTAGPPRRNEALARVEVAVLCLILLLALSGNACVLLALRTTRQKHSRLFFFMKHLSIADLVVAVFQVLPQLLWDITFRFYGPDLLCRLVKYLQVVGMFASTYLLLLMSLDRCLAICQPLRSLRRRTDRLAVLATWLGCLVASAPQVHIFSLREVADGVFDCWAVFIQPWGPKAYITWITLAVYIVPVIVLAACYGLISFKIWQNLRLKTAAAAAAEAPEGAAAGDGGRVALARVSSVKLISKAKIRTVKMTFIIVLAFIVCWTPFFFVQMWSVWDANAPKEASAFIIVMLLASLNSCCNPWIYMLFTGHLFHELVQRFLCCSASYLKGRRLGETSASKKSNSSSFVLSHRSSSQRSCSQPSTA
# GalR3 antag = human GalR3 antagonism | O60755 | HEK293 GalR3-CNG cAMP membrane potential fluorescence; galR3 body fused to GalR1 C-terminus | inhibition, % at 3 µM | 360,000 tested, 0.44% active;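 active means inhibition above the screen-wide average plus 3 SD, cut at about 13% in these data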;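 further: forskolin and galanin both at EC90 stimulate the cells; cAMP rise reported by CNG channel membrane potential dye signal; 0% = forskolin plus galanin with DMSO and 100% = forskolin alone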
# Target sequence (O60755 1-299 limits assumed): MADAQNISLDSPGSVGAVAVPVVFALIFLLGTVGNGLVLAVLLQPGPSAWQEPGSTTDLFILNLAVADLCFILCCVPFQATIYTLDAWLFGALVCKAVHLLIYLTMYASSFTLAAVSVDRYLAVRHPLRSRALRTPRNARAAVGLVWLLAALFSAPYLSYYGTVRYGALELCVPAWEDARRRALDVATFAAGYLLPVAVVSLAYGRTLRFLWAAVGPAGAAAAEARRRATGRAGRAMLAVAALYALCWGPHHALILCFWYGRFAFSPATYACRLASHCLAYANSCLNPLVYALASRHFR
# PfM18AAP inh = PfM18AAP enzyme inhibition; inhibition, % at 7.35 µM; recombinant PfM18AAP, H-Glu-NHMec fluorogenic cleavage; 290,000 tested, 1.2% active; AID 1822;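 active means inhibition above the campaign mean inhibition over all tested compounds plus 3 SD, cut at about 28% in these data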;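 further: 0% = plate median of test compound wells and 100% = 2 mM ZnCl2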
# NALP1 yeast inh = inhibitors of NALP1 inflammasome in yeast | AID 2071 | S. cerevisiae NALP1/ASC/caspase-1 growth, X-gal OD620, 72 h | inhibition, % at 10 µM | 280,000 tested, 0.61% active; in the data active means inhibition mostly above about 24%, no sharp cut-off; inactive means mostly below about 32%; further: some compounds called inactive have numbers as strong as hits
# MEKK2mut PB1 HTS = signal of MEK5 binding to mutant human MEKK2 PB1 domain. bead flow cytometry, Alexa488-MEK5 binding to MEKK2 mutant. percent response, % at 10 µM. 290,000 tested, 0.35% active. AID 1530; in the data active means percent response above about 24%, passing the limit was not always enough; further: inactives centre near 1; some results filed as inactive read as strong as hits
# GPR7 antag = human neuropeptides B/W receptor 1 antagonism | GPR7-expressing cells, fluorescence antagonist assay | inhibition, % at 4.4 µM | 290,000 tested, 1.1% active | AID 1861; in the data active means inhibition above about 16%, passing the limit was not always enough;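 further: cells stimulated with the agonist NPW; 0% = agonist with vehicle and 100% = vehicle without agonist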
# Target sequence (P48145 whole entry, looked up): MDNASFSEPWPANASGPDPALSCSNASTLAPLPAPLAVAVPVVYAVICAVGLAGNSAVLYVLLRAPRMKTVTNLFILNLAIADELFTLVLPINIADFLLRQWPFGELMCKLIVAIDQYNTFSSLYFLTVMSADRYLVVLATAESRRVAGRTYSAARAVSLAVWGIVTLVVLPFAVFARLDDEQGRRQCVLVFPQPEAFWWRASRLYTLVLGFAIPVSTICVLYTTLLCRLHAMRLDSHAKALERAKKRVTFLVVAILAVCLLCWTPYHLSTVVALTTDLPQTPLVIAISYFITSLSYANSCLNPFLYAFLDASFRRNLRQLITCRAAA
# OXTR potentiator = human OXTR potentiation; P30559; CHO-OTR cells, Fluo-8 calcium fluorescence, potentiator mode; 0% = oxytocin EC15, 100% = EC100; activation, % at 3 µM; 320,000 tested, 0.061% active;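 active means activation above that plate's cutoff, the mean activation of tested compounds plus 3 SD, cut at about 6.6% in these data, passing the limit was not always enough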;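 further: 100% uses oxytocin at 75 nM as the full agonist control; some results filed as inactive read as strong as hits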
#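 Assay system: CHO cell line stably expressing human OTR. Reagent: EC15 oxytocin agonist. Dosing: single dose, 3.0 µM nominal final compound concentration. Timing: compound 6 min at room temperature before oxytocin, 100 s read. Signal: kinetic Fluo-8 calcium fluorescence. Controls: oxytocin EC15 low and EC100 high.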
# An asterisk follows results filed as active; . = not tested or not shown. Random draw from the library. Share with any hit: about 4.1%.
compound	V1aR counter	MEKK2 WT-MEK5	OXTR ag	GalR3 antag	PfM18AAP inh	NALP1 yeast inh	MEKK2mut PB1 HTS	GPR7 antag	OXTR potentiator
CN1CCc2c(sc(/N=C/c3cc(C(C)(C)C)ccc3O)c2C#N)C1	0.3	112	4.5	3	-2	0	-13	-4	-3
Cc1ccc(N(C)C(=O)c2cc(S(=O)(=O)N3CCc4ccccc43)cn2C)cc1	3.6	100	-0.6	.	7	-9	4	-5	-7
CNCc1nc2ccccc2[nH]1	0.6	105	0.6	-5	0	2	1	-4	-9
O=C1c2ccc(-c3ccc(F)cc3OCc3ccccc3)cc2S(=O)(=O)c2cccc(C(=O)N3CCN(c4ncc(Cl)cc4Cl)CC3)c21	1.0	.	0.3	-1	.	.	.	.	-6
CC(=O)N1CCN(c2ccc(NC(=O)c3ccccc3Br)cc2Cl)CC1	2.7	102	1.4	-4	-12	21	6	-9	-10
COc1cc(C(=O)NCC(=O)NC(C)c2ccc(-n3ccnc3)cc2)cc(OC)c1OC (stereo not drawn)	0.3	.	1.3	-3	.	.	.	.	-7
CCOC(=O)c1cnc(NCc2ccccc2)nc1C	-0.9	92	0.3	-4	0	-1	-4	-9	-5
CCCSc1nc2sc3c(c2c(=O)n1CC)CC(C)(C)OC3	0.0	93	-0.3	5	-4	-41	1	-8	-2
CCCCc1nnc(NC(=O)c2ccc3c(=O)n4c(nc3c2)CCC4)s1	-0.6	.	-0.5	11	.	.	.	.	-4
CC(=O)Oc1ccc(/C=N\NC(=O)c2cc3c(ccc4ccccc43)o2)cc1	-0.6	97	-1.1	-4	8	9	6	-1	-3
O=C(CSc1cccc[n+]1[O-])Nc1ccc(C(F)(F)F)cc1[N+](=O)[O-]	-0.3	102	0.2	-7	-8	6	-5	-2	-4
O=C(c1ccco1)N1CCN(Cc2cc(=O)c(OCc3ccc([N+](=O)[O-])cc3)co2)CC1	0.4	.	-0.6	-1	.	.	.	.	2
Cc1nnc(NC(=O)C2CCCN(S(=O)(=O)c3ccccc3C(F)(F)F)C2)s1 (stereo not drawn)	1.6	108	-0.4	-2	0	22	0	-8	8
Cc1ccc(C(=O)N2CCN(S(=O)(=O)c3ccccc3)CC2)s1	1.7	.	2.4	-1	.	.	.	.	-2
Cc1ccc(NNC(=O)c2ccc(Cl)cc2)nn1	0.4	92	-0.4	-6	33*	9	-5	-3	1
C=CCN(C(=O)CNC(=O)c1ccco1)C(C(=O)NC1CCCC1)c1ccc(OC)cc1 (stereo not drawn)	3.6	103	-0.8	-10	-4	20	-2	-1	-5
N#CCc1ccc(NS(=O)(=O)c2cccs2)cc1	1.4	98	-0.1	-6	3	-3	2	1	-5
CC1CN(C(=O)Nc2ccc3c(c2)OCCO3)CC(C)O1 (stereo not drawn)	1.6	99	2.2	8	3	8	-2	-6	0
O=C(Cc1ccc(Cl)cc1)NCCCNC(=O)c1cccnc1	0.6	100	-0.3	2	-2	18	6	-12	-1
Cc1nc2c(C#N)c(C)[nH]n2c(=O)c1Cc1ccccc1	-0.7	98	0.8	-3	4	16	2	-12	-4
O=S(=O)(c1ccc2oc3ccccc3c2c1)N1CCCC1	1.5	95	0.5	-5	2	5	14	-12	-11
C=CC[C@]12CCc3sccc3C1N(c1ccc(C(=O)OCC)cc1)C2=O (stereo partly drawn)	-0.7	.	0.3	-5	.	.	.	.	-6
Cc1ccnn1CC(=O)N/N=C/c1cn[nH]c1-c1ccc(F)cc1	-0.6	96	-0.3	-3	-11	5	5	-16	-2
COc1ccc(/C=N/NC(=O)c2ccc(=O)[nH]n2)cc1OC	0.6	111	0.3	-4	-2	19	0	4	0
O=C(CC1Sc2ccccc2NC1=O)Nc1ccccc1[N+](=O)[O-] (stereo not drawn)	1.7	103	1.2	-4	2	31	1	9	-7
CC1(C)CC(=O)C(N=Nc2ccc(F)cc2)=C(O)C1	0.5	99	1.4	-5	-6	.	-1	-5	-3
Cc1ncc(C[n+]2csc(CCOC(=O)CC3C4CC5CC(C4)CC3C5)c2C)c(N)n1 (stereo not drawn)	1.2	102	0.5	-2	-2	6	1	-1	-18
COc1cc(NC(=O)C2CCCCC2)c(OC)cc1NC(=O)c1ccccc1	-0.8	101	-1.9	-5	6	17	2	-4	-2
CSc1nnc(-c2sc3cc(C(F)(F)F)cnc3c2-c2ccccn2)n1C	0.2	104	-1.3	1	1	-8	0	-3	0
CCc1ccc(N2CC(C(=O)N/N=C/c3cc([N+](=O)[O-])ccc3O)CC2=O)cc1 (stereo not drawn)	0.4	83	-2.0	-5	-5	-8	-14	-2	-1
Cn1c(=O)[nH]c(=O)c2c1nc(Br)n2Cc1cccc(Br)c1	9.6	104	5.6	-9	2	-3	2	-13	-10
O=C(/C=C/c1ccc(Cl)cc1)N1CCN(c2ncccn2)CC1	.	94	.	.	8	-1	-6	-1	.
CCOC(=O)C1CC(C)=C(C)CC1C(=O)O (stereo not drawn)	0.0	101	-0.6	-5	-3	15	6	-6	0
Cn1c(SCc2n[nH]c(=S)n2-c2ccccc2)nnc1-c1ccccc1	0.8	100	-0.6	-6	30*	11	-2	-3	1
O=C(COc1ccc2ccccc2c1)NC1CC1	8.2	98	12	-5	4	9	1	-9	-22
COc1ccc2[nH]c3c(c2c1)CCn1c-3nc2sc(C(=O)Nc3ccccc3)c(C)c2c1=O	.	110	.	.	1	14	7	9	.
CCNC(=S)NC1CC2CCCC(C1)N2Cc1ccc(C)cc1 (stereo not drawn)	0.0	116	2.1	-10	-5	-9	15	-8	0
O=C(Nc1cccc(F)c1)NC1CC2CCCC(C1)N2C1CC1 (stereo not drawn)	-0.8	98	-0.2	-2	2	7	-8	2	-17
Cc1cc(C(=O)CSc2n[nH]c(N)n2)c(C)n1-c1cc(F)ccc1F	2.1	101	0.8	0	13	9	3	-14	-12
C=CC[n+]1c(-c2ccccc2)csc1NC(C)(C)C	0.7	96	-0.2	-5	3	10	-1	-10	7
Cc1cc(/C=N/O)c(C)n1-c1cccc(Cl)c1	-0.2	97	-2.0	0	6	-11	0	-6	3
O=C(O)c1cccc(Cn2c(Cl)c(/C=N/NC(=O)c3cccc(O)c3)sc2=O)c1	1.1	103	1.6	-2	-1	6	1	2	1
CCN(CC(O)CON=C1c2ccccc2-c2ccccc21)S(=O)(=O)c1ccc(C)cc1 (stereo not drawn)	2.7	110	4.3	-4	-3	20	0	-16	-4
Cc1cn(Cc2ccccc2Cn2cc(C)c(=O)[nH]c2=O)c(=O)[nH]c1=O	-0.4	110	0.2	-5	0	.	9	-18	5
COc1cc(C)ccc1OCCOCCOc1ccccc1[N+](=O)[O-]	2.8	104	-0.5	-2	3	40	3	-6	-3
CCCc1cc(C(=O)Nc2c(C)n(C)n(-c3ccccc3)c2=O)no1	-0.1	109	-0.4	-1	-5	46	4	-1	-9
Cc1ccc(S(=O)(=O)NCC2CCC(C(=O)NCc3ccc4c(c3)OCO4)CC2)cc1 (stereo not drawn)	2.9	102	4.4	-3	2	41*	3	-3	-5
COc1ccc(-c2nnc(SC(C)C(=O)NCc3ccc4c(c3)OCO4)n2Cc2ccco2)cc1 (stereo not drawn)	-1.5	106	-1.6	-6	-52	6	4	48*	-7
S=C(NCc1ccccn1)Nc1ccccc1	1.0	99	0.8	-2	4	24	-2	-6	-3
Cc1cc(C(F)(F)F)nn1CC(=O)NNC(=S)Nc1ccc(Cl)cc1	0.2	98	-0.4	-7	3	-6	3	-3	-2
NC(=O)N(CCC(=O)O)c1ccccc1	0.1	105	0.1	-3	-3	17	-2	1	4
Cc1cccc(CN2CCN(CC(=O)N3CCCC3)C2=O)c1	0.2	124	-0.1	0	-8	7	4	-6	-6
CCOc1ccc(N2CC(O)=C(c3ccccc3)C2=N)cc1	5.4	102	1.7	-8	1	12	-3	1	5
COc1ccc(N2C(=NC(C)=O)SC3CS(=O)(=O)CC32)cc1OC (stereo not drawn)	-0.1	106	-0.1	6	7	4	9	-9	-9
O=C(NC(=S)N1CCCC1)c1ccccc1	3.8	104	-0.7	-4	4	1	6	1	-13
CCCNC(=S)N1CCN(c2nc(C)nc3sc4c(c23)CCCC4)CC1	-0.2	99	-2.2	-5	-12	0	3	3	-6
CCN(CC)S(=O)(=O)c1csc(C(=O)NC2CCCCC2)c1	-0.4	113	-0.6	-8	-6	6	6	-11	-4
Cn1nnnc1SCC(=O)Nc1ccc(Cl)cn1	-0.9	105	0.7	1	-5	4	8	-5	-9
Cc1c(C(=O)Nc2ccc3c(c2)OCO3)sc2nc(-c3ccccc3)cn12	8.8	108	4.1	1	5	13	7	-15	-16
Cc1cccc(-c2ncc(CN3CCCC(CO)(Cc4cccc(Cl)c4)C3)cn2)c1 (stereo not drawn)	1.1	102	-0.6	1	-2	7	-7	1	-8

# New compounds follow
compound	V1aR counter	MEKK2 WT-MEK5	OXTR ag	GalR3 antag	PfM18AAP inh	NALP1 yeast inh	MEKK2mut PB1 HTS	GPR7 antag	OXTR potentiator
CCOc1nc2cnccc2n(CC(=O)Nc2cccc(C)c2C)c1=O	-0.1	103	0.8	-2	-2	-12	5	-6	-4
Cc1nn(C)c(Cl)c1CN1CCN(C2CCCC2)C(CCO)C1 (stereo not drawn)	7.2	84	-0.4	-2	-2	3	-11	2	-3
O=C(Nc1ccc(Cl)cc1C(=O)NCc1cccnc1)c1ccc(Cl)cc1Cl	2.7	101	-1.2	-3	-1	29	10	-9	0
CCOC(=O)c1ccc(NC(=O)CCc2ccc(CC)o2)cc1	-1.5	100	-1.8	-1	-21	-3	-3	-3	2
COc1ccc(C2C3=C(CCCC3=O)Nc3nc(SCc4ccccc4)nn32)cc1OC (stereo not drawn)	-0.6	97	-0.1	-2	2	-14	-2	2	-16
O=C(N/N=C/c1ccc(F)c(F)c1)c1cccc(S(=O)(=O)N2CCCCC2)c1	0.3	.	0.9	-6	.	.	.	.	-5
O=C(Cn1cnc2cc([N+](=O)[O-])ccc2c1=O)Nc1ccccc1-c1ccccc1	0.7	101	-1.2	3	1	-8	-1	-8	-21
Cc1cccc(OCC(=O)NNC(=O)CCN2CCN(c3ccccc3)CC2)c1C	2.1	.	1.2	-4	.	.	.	.	3
COc1cc(C(=O)NNC(=O)CN2C(=O)NC(C)(c3ccc(C)cc3)C2=O)cc(OC)c1OC (stereo not drawn)	0.1	.	-0.4	-7	.	.	.	.	0
COc1cc(OC)cc(C(=O)Nc2c(C)nn(-c3ccccc3)c2C)c1	-0.1	104	-0.9	-2	-1	-6	4	-3	-12
CCn1cnnc1SCC(=O)c1c(N)n(C2CC2)c(=O)[nH]c1=O	-0.8	.	0.6	-2	.	.	.	.	-1

# Complete entries as entered above.
# COc1cc(NC(=O)C2CCCCC2)c(OC)cc1NC(=O)c1ccccc1 as listed: V1aR counter = -0.8; MEKK2 WT-MEK5 = 101; OXTR ag = -1.9; GalR3 antag = -5; PfM18AAP inh = 6; NALP1 yeast inh = 17; MEKK2mut PB1 HTS = 2; GPR7 antag = -4; OXTR potentiator = -2
# O=C(NC(=S)N1CCCC1)c1ccccc1 as listed: V1aR counter = 3.8; MEKK2 WT-MEK5 = 104; OXTR ag = -0.7; GalR3 antag = -4; PfM18AAP inh = 4; NALP1 yeast inh = 1; MEKK2mut PB1 HTS = 6; GPR7 antag = 1; OXTR potentiator = -13
